# Screens deposited in PubChem by several laboratories.
# RTF Ca sens act – increases calcium sensitivity of human cardiac regulated thin filaments. P19429+P45379. IANBD-labeled TnC RTF fluorescence at EC20 calcium; 0% EC20 calcium, 100% full calcium. activation, % at 7.2 µM. 0.24% of 340,000 active. AID 493008;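 active means activation above the mean over all tested compounds plus 3 SD, cut at about 30% in these data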;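 further: rise in fluorescence read as greater calcium sensitivity of cardiac thin filaments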
# dFosB activator – mouse delta FosB homodimer activation; activation, % at 25 µM; P13346; 0.99% of 340,000 active; purified delta FosB, TAMRA-CDK5 oligo fluorescence polarization; percent of positive-control signal above neutral wells;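 active means mean activation above about 17%, with every replicate also reaching it, limit read from the data, passing the limit was not always enough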;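 further: fluorescence polarization rise as delta FosB binds a TAMRA Cdk5 AP-1 oligo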
# V-ATPase pH – alters yeast V-ATPase proton transport; S. cerevisiae, pHLuorin cytosolic pH fluorescence; response, % at 10 µM; 0.37% of 350,000 active; in the data active means response mostly above about 7.3%, no sharp cut-off; inactive means mostly below about 5.4%; further: actives read high; inactives centre near 0; some compounds called inactive have numbers as strong as hits
# MITF TRPM1 HTS – activators of MITF-driven TRPM1 promoter activity in SK-MEL-5 cells. SK-MEL-5 TRPM1-promoter luciferase, 24 h; % of positive control, neutral wells = 0. activation, % at 12.5 µM. 0.75% of 300,000 active;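 active means mean activation of at least 80% with every replicate also reaching 80%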;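 further: 0% = neutral control wells and 100% = parthenolide positive control wells; values of inactives mirror those of a sister screen read the other way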
# CAL PDZ FP-1 – CAL PDZ (human) peptide binding inhibition | Q9HD26 | purified CAL PDZ, TMR-peptide fluorescence polarization, 1 h | inhibition, % at 24.9 µM | 0.92% of 300,000 active | AID 602252;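 active means mean inhibition of at least 30% with at least half of replicates also reaching 30%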;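 further: 0% = DMSO neutral control and 100% = excess unlabeled competitor peptide PRC23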
# Wnt bcat act – Wnt/beta-catenin pathway activation; Wnt/beta-catenin reporter cell assay, activator, plate reader; activation, % at 9.35 µM; 1.2% of 300,000 active; in the data active means activation above about 30%, passing the limit was not always enough;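 further: 0% = neutral control wells and 100% = positive control wells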
# CDK5 inh – CDK5/p35 (human) kinase inhibition. Q00535+Q15078. Recombinant CDK5/p35, ADP-Glo luminescence, 60 min. inhibition, % at 10 µM. 0.01% of 330,000 active;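 active means highest replicate inhibition of at least 50% and at least 75% of replicates reaching 50%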;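 further: plate controls were DMSO neutral control for no effect and GW8510 at 10 µM for full effect; many of its hits are not listed in these tables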
# Target sequence (Q00535 whole entry, looked up): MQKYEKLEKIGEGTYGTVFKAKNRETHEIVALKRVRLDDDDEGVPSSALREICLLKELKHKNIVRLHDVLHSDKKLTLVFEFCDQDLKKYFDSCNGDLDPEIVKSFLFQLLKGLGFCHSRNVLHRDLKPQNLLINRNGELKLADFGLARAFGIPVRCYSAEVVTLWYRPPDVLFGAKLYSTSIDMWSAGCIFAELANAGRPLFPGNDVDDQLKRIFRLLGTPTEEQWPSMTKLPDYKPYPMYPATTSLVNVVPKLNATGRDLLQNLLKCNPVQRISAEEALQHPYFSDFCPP
# Target sequence (Q15078 whole entry, looked up): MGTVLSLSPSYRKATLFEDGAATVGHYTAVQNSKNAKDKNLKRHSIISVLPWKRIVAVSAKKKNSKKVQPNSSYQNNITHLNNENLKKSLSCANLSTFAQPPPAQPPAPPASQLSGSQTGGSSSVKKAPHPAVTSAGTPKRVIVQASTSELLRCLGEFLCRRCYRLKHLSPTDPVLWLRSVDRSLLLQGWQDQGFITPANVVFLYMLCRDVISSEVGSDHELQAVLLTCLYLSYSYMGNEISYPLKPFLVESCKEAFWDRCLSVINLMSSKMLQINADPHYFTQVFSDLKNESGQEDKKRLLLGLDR
# Rtt109 HAT inh – C. albicans Rtt109 histone acetyltransferase inhibition. Q5AAJ8. purified Rtt109/Vps75, ThioGlo CoA-SH fluorescence, 4 h. inhibition, % at 34.9 µM. 0.16% of 330,000 active;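 active means inhibition of at least 50% in every replicate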
# Target sequence (Q5AAJ8 whole entry, looked up): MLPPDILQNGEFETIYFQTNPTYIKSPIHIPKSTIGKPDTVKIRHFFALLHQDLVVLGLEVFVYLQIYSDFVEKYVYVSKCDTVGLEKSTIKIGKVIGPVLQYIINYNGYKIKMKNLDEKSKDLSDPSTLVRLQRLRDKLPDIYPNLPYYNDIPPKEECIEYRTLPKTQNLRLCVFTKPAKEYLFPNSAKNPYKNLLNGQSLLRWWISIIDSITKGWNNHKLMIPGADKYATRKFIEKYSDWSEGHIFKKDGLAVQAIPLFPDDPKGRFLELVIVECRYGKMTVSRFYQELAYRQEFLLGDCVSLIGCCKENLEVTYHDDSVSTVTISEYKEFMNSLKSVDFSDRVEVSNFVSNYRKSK
# CAL PDZ FP-2 – inhibitors of human CAL PDZ peptide binding | Q9HD26 | purified CAL PDZ, TMR-peptide fluorescence polarization, 1 h | inhibition, % at 20 µM | 0.02% of 330,000 active | AID 504414;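 active means highest replicate inhibition of at least 40%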;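 further: plate controls were DMSO neutral control wells for no effect and unlabeled competitor peptide control wells for full effect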
#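 Test system: purified CerCALP PDZ construct; Compound dosing: one concentration, 20 µM compound; Also added: TMR-labelled reporter peptide T*-PRC34 bound in PDZ groove; Read-out: inhibition from polarization loss; Controls: unlabelled peptide and DMSO controls; Signal: FP readout, S and P plane fluorescence; Incubation: 1 h at RT.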
# Tat export inh – blocks Tat-dependent protein export in E. coli; E. coli MC4100 TorA-mCherry Tat export, fluorescence; 0.036% of 340,000 active; inhibition, % at 10 µM;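 active means mean replicate inhibition at least 50% and at least half of replicates individually reaching 50%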;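 further: exported cargo escapes ClpAP degradation while cytoplasmic cargo is degraded and loses fluorescence; 0% = median of neutral control wells and 100% = median of NaSCN control wells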
# Numbers without * were called inactive; / = no result given.
[1] Cc1ccc(OCC(=O)Nc2ccc(S(=O)(=O)N3CCN(C)CC3)cc2)cc1
[2] S=C(NC1CCCC1)N1CCN(c2ncccn2)CC1
[3] CC1CCN(c2oc(-c3ccc(F)cc3)nc2C#N)CC1
[4] CCCCOc1ccc(Nc2nc(C)cc(C)c2C#N)cc1
[5] CC(=O)NC12CC3CC(C)(C1)CC(NC(C)=O)(C3)C2
[6] O=c1cc(N2CCc3ccccc32)[nH]c(=O)n1Cc1ccc(F)cc1
[7] Cn1cc(-c2ccccc2C(N)=O)c(=O)c2cc(Cl)ccc21
[8] CC[C@]12c3[nH]c4ccc(Cl)cc4c3CCN1C(=O)[C@@H](CC(=O)NCCCN(C)C)C[C@@H]2C(=O)N1CCN(C(=O)c2ccco2)CC1

Assay by compound	1	2	3	4	5	6	7	8
RTF Ca sens act	-2	2	-4	2	1	-13	5	-1
dFosB activator	-7	0	-9	-3	-2	-2	-4	-4
V-ATPase pH	-1	1	-1	2	-2	2	9	-2
MITF TRPM1 HTS	-5	3	11	13	-10	5	-11	9
CAL PDZ FP-1	-9	-3	-1	2	2	-1	-4	-1
Wnt bcat act	-9	-3	5	/	0	3	-1	-1
CDK5 inh	1.6	2.1	-0.4	-1.3	0.1	-1.1	-0.2	-0.2
Rtt109 HAT inh	-1	4	0	0	-4	-5	2	19
CAL PDZ FP-2	0.6	-0.2	-0.3	-0.3	-2.9	-1.8	-0.9	1.3
Tat export inh	9	1	6	-5	-2	-8	-6	-9

[9] CN(c1ccc(Cl)cc1)c1cc(=O)n(C)c2ccccc12
[10] S=c1nc2[nH]c3ccccc3c2n[nH]1
[11] O=C(N/N=C1\CCS(=O)(=O)c2ccc(F)cc21)c1ccc([N+](=O)[O-])cc1
[12] CCn1cc(C(=O)N[C@@H](CCSC)C(=O)NCCN2CCOCC2)c(=O)c2cc3c(cc21)OCO3
[13] CC1CCN(S(=O)(=O)CCNC(=O)c2ccc(F)cc2)CC1
[14] CC(=O)C1=C(C)NC(=O)CC1c1ccc(Br)cc1 (stereo not given)
[15] O=C(CSc1nnc(CN2CCCC2)n1-c1ccc(F)cc1)c1ccc2c(c1)OCO2
[16] O=C(NCc1cccnc1)c1noc2c1CCCC2

Assay by compound	9	10	11	12	13	14	15	16
RTF Ca sens act	-4	-2	-2	4	1	-7	-9	4
dFosB activator	-10	2	3	-6	4	2	2	0
V-ATPase pH	-2	1	4	-4	-2	3	1	2
MITF TRPM1 HTS	-28	-11	-11	-5	-2	-10	7	-4
CAL PDZ FP-1	-4	-3	-1	-3	-9	0	-2	-3
Wnt bcat act	/	2	3	0	-1	-2	/	-1
CDK5 inh	0.1	3.3	-2.7	0.8	0.7	-1.0	0.7	-1.1
Rtt109 HAT inh	-5	-3	-10	5	0	-4	1	-2
CAL PDZ FP-2	-2.3	-0.3	-2.5	-0.7	-0.4	-2.2	-3.1	-2.8
Tat export inh	18	-9	-2	-4	5	-4	3	-15

[17] Cc1cc2n(n1)C(c1ccc3c(c1)OCO3)Nc1ccccc1-2 (stereo not given)
[18] Cc1cccc(NC(=O)c2cc(Cl)nc3ccccc23)c1
[19] COc1cc(/C=N/NC(=O)COc2ccccc2C)ccc1OC(=O)c1cccs1
[20] CC(C)NS(=O)(=O)c1ccc(OCC(=O)Nc2cccc(F)c2)cc1
[21] O=[N+]([O-])c1ccc(N2CCC(O)CC2)nc1
[22] CCc1nc(Nc2ccc(OC)cc2OC)c2oc3ccccc3c2n1
[23] CCCc1cc(=O)oc2cc(OCC(=O)NC(Cc3c[nH]c4ccc(O)cc34)C(=O)O)c(Cl)cc12 (stereo not given)
[24] COc1ccc(NC(=O)CN(C)C(=O)Cn2c(=O)oc3ccccc32)cc1

Assay by compound	17	18	19	20	21	22	23	24
RTF Ca sens act	2	1	5	4	-5	11	-2	-4
dFosB activator	-18	-17	-4	-17	-2	-8	4	-7
V-ATPase pH	2	-2	-2	-2	/	-1	0	-3
MITF TRPM1 HTS	3	0	0	-1	-4	4	-12	0
CAL PDZ FP-1	/	-1	-11	/	-2	-3	4	-21
Wnt bcat act	/	-2	-3	-6	0	2	-1	-4
CDK5 inh	-4.1	0.2	0.7	0.3	3.9	1.1	-0.1	1.6
Rtt109 HAT inh	-13	-4	-5	2	/	-32	1	1
CAL PDZ FP-2	-2.5	-0.9	-0.5	-1.0	-3.3	1.0	-0.1	-0.1
Tat export inh	4	-1	13	8	1	-2	7	3

[25] O=C(NCC1CCCO1)C1CC(=O)N(c2ccc(F)c(Cl)c2)C1 (stereo not given)
[26] CC(C)(C)C(=O)NC(=S)NCCc1ccccc1
[27] CSCCC(NC(=O)c1ccccc1)C(=O)N(C)CC(=O)Nc1ccc(N2CCOCC2)cc1 (stereo not given)
[28] Cc1csc(SCC(=O)Nc2ncc(Cl)c(C)c2Cl)n1
[29] O=S(=O)(NCCc1cn2ccccc2n1)c1ccc(F)c(C(F)(F)F)c1
[30] CC1CC(C)CN(S(=O)(=O)c2ccc(C(=O)N3CCN(c4ccccc4)CC3)cc2)C1 (stereo not given)
[31] Cc1cccc(OCCSCc2nc3ccccc3[nH]2)c1
[32] COc1ccc(CNCC(O)COc2ccc(C(C)(C)c3ccccc3)cc2)cc1 (stereo not given)

Assay by compound	25	26	27	28	29	30	31	32
RTF Ca sens act	4	-4	-1	12	2	3	-5	-4
dFosB activator	-1	3	-5	-10	-2	1	1	7
V-ATPase pH	0	-6	0	5	-4	-2	-2	-3
MITF TRPM1 HTS	/	61	-2	/	/	0	-5	12
CAL PDZ FP-1	/	5	-3	1	2	-1	-1	-5
Wnt bcat act	-1	0	1	/	-1	-2	-2	0
CDK5 inh	-0.7	1.3	0.5	-0.8	0.3	-2.6	-2.3	-0.5
Rtt109 HAT inh	-6	-22	-3	-10	-6	-9	-7	26
CAL PDZ FP-2	-0.9	/	-1.9	-3.3	-2.1	-0.3	-1.2	-3.0
Tat export inh	2	-1	2	0	7	9	-16	0

# 2 entries from above, bar-delimited:
no. | SMILES | RTF Ca sens act | dFosB activator | V-ATPase pH | MITF TRPM1 HTS | CAL PDZ FP-1 | Wnt bcat act | CDK5 inh | Rtt109 HAT inh | CAL PDZ FP-2 | Tat export inh
18 | Cc1cccc(NC(=O)c2cc(Cl)nc3ccccc23)c1 | 1 | -17 | -2 | 0 | -1 | -2 | 0.2 | -4 | -0.9 | -1
19 | COc1cc(/C=N/NC(=O)COc2ccccc2C)ccc1OC(=O)c1cccs1 | 5 | -4 | -2 | 0 | -11 | -3 | 0.7 | -5 | -0.5 | 13

# More entries.
[33] O=C(CO/N=C/c1cccc([N+](=O)[O-])c1)Nc1ccc2ccccc2c1
[34] O=C(c1cccnc1)N1CCN(c2ccc3ccccc3n2)CC1
[35] Cc1cc(C)cc(Oc2ccccc2/C=C\C(=O)O)c1
[36] Cc1sc2ncnc(NS(=O)(=O)c3ccc(Cl)cc3)c2c1C
[37] CCCC(=O)NC(NC(=S)Nc1ccc(S(N)(=O)=O)cc1)C(Cl)(Cl)Cl (stereo not given)
[38] COc1ccc(C(C)C)cc1S(=O)(=O)N1CCC(C(=O)N2CCN(C)CC2)CC1
[39] CCN1C(=NCCc2cccnc2)N[C@@H](c2ccccc2)C(C(=O)OC)=C1C
[40] CC(OC(=O)c1ccc(-c2ccc(O)cc2)cc1)C(=O)NC1CCCCC1C (stereo not given)

Assay by compound	33	34	35	36	37	38	39	40
RTF Ca sens act	1	-2	7	0	5	-3	-3	3
dFosB activator	-9	3	-1	-14	-10	-10	-1	8
V-ATPase pH	3	4	8	1	-2	3	-1	3
MITF TRPM1 HTS	/	1	/	-2	-7	14	-1	8
CAL PDZ FP-1	/	-10	-5	-8	5	-3	-3	3
Wnt bcat act	/	0	-5	1	/	-2	/	-4
CDK5 inh	-2.2	0.0	0.4	-0.3	1.4	-0.8	2.0	-0.8
Rtt109 HAT inh	-9	/	4	-1	2	-5	-2	0
CAL PDZ FP-2	-0.6	-0.1	-2.9	-1.0	-2.4	0.8	-0.8	0.3
Tat export inh	5	-19	-1	5	7	-15	0	6

# Gathered by group, those above with fluorine.
[3] CC1CCN(c2oc(-c3ccc(F)cc3)nc2C#N)CC1
[6] O=c1cc(N2CCc3ccccc32)[nH]c(=O)n1Cc1ccc(F)cc1
[11] O=C(N/N=C1\CCS(=O)(=O)c2ccc(F)cc21)c1ccc([N+](=O)[O-])cc1
[13] CC1CCN(S(=O)(=O)CCNC(=O)c2ccc(F)cc2)CC1
[15] O=C(CSc1nnc(CN2CCCC2)n1-c1ccc(F)cc1)c1ccc2c(c1)OCO2
[20] CC(C)NS(=O)(=O)c1ccc(OCC(=O)Nc2cccc(F)c2)cc1
[25] O=C(NCC1CCCO1)C1CC(=O)N(c2ccc(F)c(Cl)c2)C1 (stereo not given)
[29] O=S(=O)(NCCc1cn2ccccc2n1)c1ccc(F)c(C(F)(F)F)c1

Assay by compound	3	6	11	13	15	20	25	29
RTF Ca sens act	-4	-13	-2	1	-9	4	4	2
dFosB activator	-9	-2	3	4	2	-17	-1	-2
V-ATPase pH	-1	2	4	-2	1	-2	0	-4
MITF TRPM1 HTS	11	5	-11	-2	7	-1	/	/
CAL PDZ FP-1	-1	-1	-1	-9	-2	/	/	2
Wnt bcat act	5	3	3	-1	/	-6	-1	-1
CDK5 inh	-0.4	-1.1	-2.7	0.7	0.7	0.3	-0.7	0.3
Rtt109 HAT inh	0	-5	-10	0	1	2	-6	-6
CAL PDZ FP-2	-0.3	-1.8	-2.5	-0.4	-3.1	-1.0	-0.9	-2.1
Tat export inh	6	-8	-2	5	3	8	2	7
